Screening results as filed in PubChem.
Anthrax LF inh2: Bacillus anthracis LF protease inhibitors, primary screen, biochemical, multiplex microsphere, MLPCN library | 360,000 tested, 0.12% active | Lethal factor (Bacillus anthracis), P15917 | multiplex microsphere protease cleavage assay | inhibition, % at 10 µM | AID 588501, 2011; note: plate controls were buffer without enzyme for full effect and enzyme alone for no effect
Target sequence (P15917 whole entry, looked up): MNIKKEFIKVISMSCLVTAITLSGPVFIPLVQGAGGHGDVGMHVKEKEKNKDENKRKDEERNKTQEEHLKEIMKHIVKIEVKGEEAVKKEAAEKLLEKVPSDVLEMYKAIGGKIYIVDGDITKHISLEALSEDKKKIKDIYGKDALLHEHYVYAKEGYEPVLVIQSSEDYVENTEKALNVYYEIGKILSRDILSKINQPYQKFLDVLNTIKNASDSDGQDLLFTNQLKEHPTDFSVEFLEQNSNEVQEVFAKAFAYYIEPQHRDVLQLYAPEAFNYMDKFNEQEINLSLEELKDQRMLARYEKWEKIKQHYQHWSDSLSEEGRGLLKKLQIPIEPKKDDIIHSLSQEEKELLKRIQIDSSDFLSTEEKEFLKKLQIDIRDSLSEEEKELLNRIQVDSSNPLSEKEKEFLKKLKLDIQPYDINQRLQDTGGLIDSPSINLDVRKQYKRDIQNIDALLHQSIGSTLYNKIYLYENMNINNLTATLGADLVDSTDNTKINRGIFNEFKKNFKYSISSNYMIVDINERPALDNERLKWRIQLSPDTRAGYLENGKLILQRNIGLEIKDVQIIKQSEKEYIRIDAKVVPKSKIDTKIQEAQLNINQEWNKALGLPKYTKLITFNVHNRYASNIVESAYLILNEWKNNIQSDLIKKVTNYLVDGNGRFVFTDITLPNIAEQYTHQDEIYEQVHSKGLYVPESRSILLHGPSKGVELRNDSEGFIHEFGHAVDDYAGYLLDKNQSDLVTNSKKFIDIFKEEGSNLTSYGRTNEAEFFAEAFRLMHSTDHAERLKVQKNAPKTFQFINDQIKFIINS
BoNT F protease: BoNT/F light chain protease inhibitors, primary screen, biochemical, flow cytometry, MLPCN library. Botulinum neurotoxin type F light chain protease (Clostridium botulinum). Multiplex microsphere protease cleavage assay. inhibition, % at 10 µM. 360,000 tested, 0.22% active; in the data active = inhibition above about 35%, passing the limit was not always enough; note: plate controls were buffer without enzyme for full effect and enzyme alone for no effect
BoNT-A LC inh2: BoNT/A light chain protease inhibitors, primary screen, biochemical, flow cytometry, MLPCN library; multiplex microsphere protease substrate cleavage; inhibition, % at 10 µM; 360,000 tested, 0.17% active; note: plate controls were buffer without enzyme for full effect and enzyme alone for no effect
* = called active by the depositor. Cut-off read from the data, not from the text of the source, unless noted: active = inhibition above about 30%; inconclusive = no clear call, values can overlap the other calls; inactive = below that. An excerpt (hit frequency here may not be typical).

SMILES | Anthrax LF inh2 | BoNT F protease | BoNT-A LC inh2
CCCCCCCCN1C(=O)[C@H](CC(=O)N2CCOCC2)C[C@@]2(C(=O)OCC)CCCC=C12 | -7.8 | -6.0 | -0.5
CCCN(C)C1CN(Cc2cn(Cc3ccccc3)nn2)S(=O)(=O)C1 (centres undefined) | -2.2 | 6.0 | 0.8
COC(=O)CCCn1cc(CN2CC(N3CCN(Cc4cccc(C)c4)CC3)CS2(=O)=O)nn1 (centres undefined) | -3.4 | 6.4 | 0.5
CCOC(=O)[C@]12CCC=C1N(Cc1cccc3ccccc13)C(=O)[C@H](CC(=O)NCCCCc1ccccc1)C2 | -6.4 | -14.2 | -1.7
COc1ccccc1CCn1cnc(-c2ccc(OC)c(OC)c2)c1C(C)C | -7.1 | 5.9 | 0.3
CCN(C)C1CN(Cc2cn(Cc3ccc(Cl)cc3)nn2)S(=O)(=O)C1 (centres undefined) | -1.2 | -1.2 | 1.0
CCOC(=O)[C@]12Cc3cc(OC)ccc3[C@H]1N(C1CCCCC1)C(=O)c1ccccc12 | -4.4 | -7.3 | -0.2
COc1ccc(C2C=CC(=O)CC2)c(OC)c1 (centres undefined) | 4.7 | 1.7 | -0.3
CC(C)n1nnnc1C1c2ccccc2C(=O)N1CCOc1ccccc1 (centres undefined) | 2.5 | -0.2 | -0.1
CCOC(=O)[C@]12Cc3cc(OC)ccc3[C@H]1N(CC(=O)OC)C(=O)c1ccccc12 | -1.6 | -4.3 | 0.2
C[C@@H]1COc2cc(N(C)CCO)ccc2S(=O)(=O)N1 | -6.7 | -8.7 | -0.6
Brc1cccc(-c2nc3c4ccccc4ccn3c2CC2CCCCC2)c1 | -8.7 | -3.8 | 0.3
C#CCNC(=O)C[C@@H]1C[C@@]2(C(=O)OCC)CCCC=C2N(Cc2ccc(Cl)cc2Cl)C1=O | -2.1 | -13.9 | -0.8
C=CCC[C@@H](CCCCC)OC(=O)/C=C/[C@@H](O)[C@H](O)C[C@H](O)CC=C | 2.9 | 4.2 | 0.6
CCOC(=O)[C@]12CCC=C1N(Cc1ccco1)C(=O)[C@H](CC(=O)NCc1cccc(C(F)(F)F)c1)C2 | -10.9 | -2.2 | -0.2
COc1ccc(-c2c(Sc3ccccc3)c3cc(-c4ccc5c(c4)OCO5)ccc3n2C)cc1 | -2.3 | -8.2 | 0.8
O=C1NC[C@H](CCCCN2C[C@H](Cc3ccc(O)cc3)N(CC3CCCCC3)C(=O)C2=O)N(CCC2CCCCC2)C1=O | -1.4 | -4.4 | -0.2
Nc1[nH]c(C(=O)c2ccccc2)c(-c2ccc(Br)cc2)c1C(=O)NC1CCCCC1 | 3.0 | 1.8 | 0.2
COC(=O)[C@]12CCCCC=C1N(CCC1=CCCCC1)C(=O)[C@H](CC(=O)NCCc1ccccc1OC)C2 | -11.3 | 4.4 | -0.3
CCCCC[C@H]1CCCCC[C@@H](O)C[C@H](O)[C@H](O)/C=C/C(=O)O1 | -7.1 | -2.8 | -0.5

A draw from above in order of length of the SMILES, smallest number first:
SMILES | Anthrax LF inh2 | BoNT F protease | BoNT-A LC inh2
COc1ccccc1CCn1cnc(-c2ccc(OC)c(OC)c2)c1C(C)C | -7.1 | 5.9 | 0.3
COC(=O)CCCn1cc(CN2CC(N3CCN(Cc4cccc(C)c4)CC3)CS2(=O)=O)nn1 (centres undefined) | -3.4 | 6.4 | 0.5
CCOC(=O)[C@]12Cc3cc(OC)ccc3[C@H]1N(CC(=O)OC)C(=O)c1ccccc12 | -1.6 | -4.3 | 0.2

Carrying on:
SMILES | Anthrax LF inh2 | BoNT F protease | BoNT-A LC inh2
O=C1NC[C@H](CCCCN2C[C@H](Cc3ccccc3)N(Cc3ccccc3)C(=O)C2=O)N(CC2CCCCC2)C1=O | -11.0 | -3.4 | -0.4
CCCCC[C@@H](C)N1C[C@H](COCc2ccccc2)Oc2cc(N3CC[C@@H](N(C)C)C3)ccc2S1(=O)=O | -3.0 | -6.6 | -0.2
CC1(C)OC(=O)C2=C(C[C@@H](CCc3ccccc3)O[C@@H]2c2ccc(F)cc2)O1 | 3.6 | 4.5 | 0.3
CN(Cc1ccccc1)C(=O)[C@@H]1CCCN1C(=O)[C@@H]1CCCN1C(=O)c1ccccc1 | -8.3 | -6.6 | -0.9
COc1cccc(C(=O)NCCN2CCC(n3c(=O)[nH]c4ccccc43)CC2)c1 | -0.6 | 7.3 | -0.7
Cc1cc(C)n2c(Nc3c(C)cccc3C)c(CC(C)C)nc2n1 | -11.2 | -0.3 | -1.1
CC(C)C[C@H]1COc2cc(N3CCSCC3)ccc2S(=O)(=O)N1 | -9.2 | -2.4 | 0.4
COc1ccc(C2=Cc3ccccc3C(CC(=O)C3CC3)N2c2ccc(C#CCCO)cc2)cc1 (centres undefined) | 4.7 | -3.0 | 0.6
COc1cc(OC)cc(-c2c(Sc3ccccc3)c3cc(-c4cnc(N5CCOCC5)nc4)ccc3n2C)c1 | -11.4 | -9.0 | 0.2
OC(c1ccccc1)(c1ccccc1)C1CCN(CCCOc2cccc(OC(F)(F)F)c2)CC1 | 1.8 | -8.0 | 1.3
CN1CCN(C2CN(Cc3cn(Cc4cccc(Cl)c4)nn3)S(=O)(=O)C2)CC1 (centres undefined) | 3.0 | 5.2 | -1.1
O=C(NCCN1CCC(n2c(=O)[nH]c3ccccc32)CC1)c1ccc(F)cc1Cl | -0.8 | -5.0 | -0.5
CC(C)(C)OC(=O)N1CCCN(C(c2cc3ccccc3o2)c2nnnn2C(C)(C)C)CC1 (centres undefined) | -5.3 | -6.8 | -0.3
COc1ccc2c(c1)C(CC(C)=O)N(c1ccc(-c3cccs3)cc1)C(c1ccsc1)=C2 (centres undefined) | -8.3 | -9.4 | 7.9
CCOC(=O)[C@]12CCC=C1N(Cc1ccco1)C(=O)[C@H](CC(=O)NCC1CCCCC1)C2 | -4.8 | 1.1 | -0.9
O=C1NC[C@H](Cc2ccc(O)cc2)N(C[C@@H]2CCCN2C[C@H](Cc2ccccc2)N2C[C@H](Cc3ccccc3)N(CCc3ccccc3)C(=O)C2=O)C1=O | -9.2 | 1.5 | -1.2
CN(Cc1ccc(Cl)cc1)C(c1cc2ccccc2o1)c1nnnn1C(C)(C)C (centres undefined) | 5.4 | -5.6 | -0.2
COc1ccc([C@H]2CC(=O)C[C@@H](CCn3cccn3)O2)cc1 | 3.2 | -2.5 | -0.2
COC(=O)[C@@]1(Cc2ccc(F)cc2)[C@H]2c3cc(C(=O)N4CCCC4)n(C)c3C[C@H]2CN1C(=O)c1ccccc1 | 5.9 | 7.4 | -0.5
Cc1ccc(OCCCN2CCC(C(O)(c3ccccc3)c3ccccc3)CC2)cc1 | -8.0 | -11.6 | -1.3
CCOC(=O)[C@]12CCCC=C1N(Cc1ccco1)C(=O)[C@H](CC(=O)NCCC(C)C)C2 | 4.4 | 3.5 | -0.2
CC(C)C[C@H]1CNC(=O)C(=O)N1C[C@@H]1CCCN1C[C@H](Cc1ccc(O)cc1)N1C[C@H](Cc2ccccc2)N(CC2CCCCC2)C(=O)C1=O | 0.2 | -2.4 | -0.2
Cc1cc(Br)cn2c(Cc3ccccc3)c(C3CCCCC3)nc12 | -6.6 | -5.5 | 0.0
O=C1c2ccccc2[C@@H]2Cc3csc[n+]3[C@H]12 | -15.1 | -3.4 | -0.1
CCCCn1nnnc1C(c1cc2ccccc2o1)N1CCN(c2c(C)cccc2C)CC1 (centres undefined) | -4.2 | 6.0 | -0.3
CCCC[C@@H]1CC2=C(C(=O)OC(C)(C)O2)[C@H](c2ccc(C(C)C)cc2)O1 | -0.8 | 4.8 | 0.6
Cc1cc(Br)cn2c(Cc3ccccc3C(F)(F)F)c(-c3ccccc3)nc12 | -0.5 | -0.9 | -0.1
COc1ccccc1Cc1c(-c2ccc(C#N)cc2)nc2ccc(C)cn12 | 7.9 | -0.9 | 1.5
CCCCc1c(-c2ccccc2OC)ncn1CCc1ccccc1OC | -2.1 | -9.8 | -0.9
CCOc1ccc(CCN2C(=O)C(=O)N([C@@H](CC(C)C)CN3CCC[C@H]3CN3C(=O)C(=O)NC[C@@H]3Cc3ccccc3)C[C@@H]2Cc2ccccc2)cc1 | -4.4 | 15.6 | 0.1
CCOc1ccc(CCN2C(=O)C(=O)N([C@@H](Cc3ccccc3)CN3CCC[C@H]3CN3C(=O)C(=O)NC[C@@H]3Cc3ccc(O)cc3)C[C@@H]2CC(C)C)cc1 | -8.8 | 2.5 | 0.9
COc1cccc(-c2nc3nc(C)cc(C)n3c2NC2CCCC2)c1 | 2.4 | 6.1 | 0.4
CCCCn1nnnc1C1(C)CCC(=O)N1CC(F)(F)F (centres undefined) | -2.6 | -1.9 | 0.5
Nc1[nH]c(C(=O)c2ccccc2)c(-c2ccccc2Br)c1C(=O)c1ccccc1 | -3.9 | -6.3 | 0.5
CC(C)C[C@@H](CN1CCC[C@H]1CN1C(=O)C(=O)NC[C@@H]1Cc1ccccc1)N1C[C@H](Cc2ccccc2)N(CC2CCCCCC2)C(=O)C1=O | -1.5 | -6.3 | -0.9
CCOC(=O)[C@]12CCCC=C1N(Cc1ccc3c(c1)OCO3)C(=O)[C@H](CC(=O)N1CCCC1)C2 | 8.9 | 8.4 | -0.6
CCCN(C)C1CN(Cc2cn(Cc3cccc(C(F)(F)F)c3)nn2)S(=O)(=O)C1 (centres undefined) | -12.9 | -4.4 | -0.4
CCOC(=O)[C@]12CCCC=C1N(Cc1ccc(Cl)cc1Cl)C(=O)[C@H](CC(=O)NCCCOC)C2 | 5.9 | 1.3 | 1.4
CC(C)(C)n1nnnc1C(c1ccccc1)N1CCN(c2ncccn2)CC1 (centres undefined) | 0.0 | -0.7 | 0.1
C#CCNC(=O)C[C@@H]1C[C@@]2(C(=O)OCC)CCC=C2N(Cc2ccco2)C1=O | -2.5 | -7.0 | 0.1

Some of the entries so far, with two lines to a compound.
Below each SMILES – Anthrax LF inh2	BoNT F protease	BoNT-A LC inh2
O=C1c2ccccc2[C@@H]2Cc3csc[n+]3[C@H]12
 : -15.1	-3.4	-0.1
CCCCn1nnnc1C(c1cc2ccccc2o1)N1CCN(c2c(C)cccc2C)CC1 (centres undefined)
 : -4.2	6.0	-0.3
CCCC[C@@H]1CC2=C(C(=O)OC(C)(C)O2)[C@H](c2ccc(C(C)C)cc2)O1
 : -0.8	4.8	0.6
Cc1cc(Br)cn2c(Cc3ccccc3C(F)(F)F)c(-c3ccccc3)nc12
 : -0.5	-0.9	-0.1
COc1ccccc1Cc1c(-c2ccc(C#N)cc2)nc2ccc(C)cn12
 : 7.9	-0.9	1.5

The list continues.
SMILES | Anthrax LF inh2 | BoNT F protease | BoNT-A LC inh2
O=C(CC1c2ccccc2C=C(c2ccsc2)N1c1ccc(-c2cccnc2)cc1)C1CC1 (centres undefined) | 0.8 | -4.6 | 4.1
COC(=O)[C@]12CCCCC=C1N(Cc1ccc(Cl)cc1Cl)C(=O)[C@H](CC(=O)NCc1cccs1)C2 | -5.2 | 1.7 | -0.2
CCCCC[C@H](C)N1C[C@@H](COCc2ccccc2)Oc2cc(N3CC[C@@H](O)C3)ccc2S1(=O)=O | -4.5 | -9.2 | -2.6
O=C(C[n+]1ccc2ccccc2c1)c1ccc2ccc3ccccc3c2c1 | -15.4 | -9.1 | 0.5
CC(C)C[C@@H]1CN(CCCC[C@H]2CNC(=O)C(=O)N2CCC2CCCCC2)C(=O)C(=O)N1CCc1ccc(O)cc1 | -8.3 | 12.3 | -0.8
NC(=O)c1ccc(-c2ccc(N3C(c4ccsc4)=Cc4ccc(F)cc4C3CC(=O)c3ccco3)cc2)cc1 (centres undefined) | 4.0 | -2.8 | 1.2
CC1OC(C(C)(C)C)CC2=C1C(=O)OC(C)(C)O2 (centres undefined) | 2.2 | 0.1 | 0.8
CCCCCCCCN1C(=O)[C@H](CC(=O)N2CCOCC2)C[C@@]2(C(=O)OC)CCCCC=C12 | 2.1 | -1.4 | 0.1
CCOC(=O)[C@]12CCC=C1N(Cc1cccc3ccccc13)C(=O)[C@H](CC(=O)N1CCCC1)C2 | -10.8 | -7.8 | -0.6
COc1ncc(-c2ccc(N3C(c4ccsc4)=Cc4ccc(F)cc4C3CC(=O)c3ccco3)cc2)cn1 (centres undefined) | 1.2 | -4.3 | 1.9
Cc1cc2nc(-c3ccco3)c(Cc3cccc(Cl)c3)n2c(C)c1Br | -2.2 | -15.5 | 1.0
c1ccc2c[n+](CCCCCCCCCC[n+]3ccc4ccccc4c3)ccc2c1 | -4.8 | -5.1 | 0.8
Cc1cccc(C)c1-n1nnnc1C1c2ccccc2C(=O)N1CCC(C)C (centres undefined) | -3.2 | -6.4 | -0.8
CCCc1c(-c2cccc(Br)c2)ncn1Cc1ccccc1OC | -5.0 | -0.1 | -1.3
O=P1(NCCCl)OCCC(OO)N1CCCl (centres undefined) | -3.9 | -2.2 | -0.2
O=S1(=O)N[C@@H](Cc2ccccc2)COc2cc(N3CCC[C@H]3CO)ccc21 | 0.5 | 3.5 | 0.6
Cc1cccc(CN2CCN(C3CN(Cc4cn(Cc5ccccc5)nn4)S(=O)(=O)C3)CC2)c1 (centres undefined) | -1.1 | 0.3 | 0.8
CSc1ccc(-c2ccc3c(c2)c(Sc2ccccc2)c(-c2ccccc2)n3C)cc1 | -7.0 | 4.1 | -0.8
CCCCn1nnnc1C(c1ccccc1)N1CCN(CC)CC1 (centres undefined) | 2.5 | 1.0 | -0.8
COC(=O)[C@]12CCCCC=C1N(Cc1ccco1)C(=O)[C@H](CC(=O)NCC13CC4CC(CC(C4)C1)C3)C2 | -7.6 | -7.1 | -1.7
COC(=O)[C@@]1(C(C)C)N=C(c2cc(OC)c(OC)c(OC)c2)[C@]2(O1)C(=O)N(C)c1ccc(Br)cc12 | -8.9 | 3.7 | -0.9
